Bioassay records (PubChem)
PREPL inhibitor = PREPL enzyme inhibitors, primary screen, biochemical, fluorescence polarization. Prolyl endopeptidase-like (Homo sapiens), Q4J6C6. recombinant PREPL, fluorescence polarization activity-based probe. inhibition, % at 5.96 µM. actives 0.68% (n = 320,000). AID 2751, 2010; in the data active means inhibition above about 43%;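 further: 0% = enzyme with DMSO and 100% = wells lacking enzyme; many of its hits are not listed in these tables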
ZTA DNA inh = blocks Epstein-Barr virus ZTA, an EBNA-1 counter-screen; actives 0.15% (n = 320,000); inhibition, % at 11 µM; ZTA-DNA binding, fluorescence polarization; AID 2234; in the data active means inhibition above about 33%
Target sequence (P03206 whole entry, looked up): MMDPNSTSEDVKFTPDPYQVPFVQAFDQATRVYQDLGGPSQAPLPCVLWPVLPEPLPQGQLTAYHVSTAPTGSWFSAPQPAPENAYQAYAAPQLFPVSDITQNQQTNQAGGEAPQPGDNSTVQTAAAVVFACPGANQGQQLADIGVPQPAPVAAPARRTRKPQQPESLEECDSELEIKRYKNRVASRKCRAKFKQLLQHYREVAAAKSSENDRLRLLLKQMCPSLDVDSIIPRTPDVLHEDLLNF
PAFAH1B2 FP inh = PAFAH1B2 enzyme inhibitors, primary screen, biochemical, fluorescence polarization, human. Platelet-activating factor acetylhydrolase IB subunit alpha2 (Homo sapiens), P68402. recombinant PAFAH1B2, FP-rhodamine activity probe. inhibition, % at 3.39 µM. actives 1.2% (n = 340,000). AID 492953, 2010;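 active means inhibition above the mean of all tested compounds plus 3 SD, cut at about 24% in these data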;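 further: 0% = enzyme with DMSO and 100% = wells lacking PAFAH1B2; many of its hits are not listed in these tables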
LYPLA1 counter = LYPLA1 inhibitors, primary screen, counter-screen for PME1 inhibitor project, biochemical, fluorescence polarization, FP-Rh probe ABPP; Acyl-protein thioesterase 1 (Homo sapiens), O75608; recombinant LYPLA1; inhibition, % at 5.9 µM; actives 0.16% (n = 320,000); AID 2174, 2009;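 active means inhibition above the mean of all tested compounds plus 3 SD, set per campaign, cut at about 14% in these data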;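 further: inhibitors block serine hydrolase probe labeling of LYPLA1 so polarization falls; 0% = enzyme with DMSO and 100% = wells lacking LYPLA1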
Target sequence (O75608 whole entry, looked up): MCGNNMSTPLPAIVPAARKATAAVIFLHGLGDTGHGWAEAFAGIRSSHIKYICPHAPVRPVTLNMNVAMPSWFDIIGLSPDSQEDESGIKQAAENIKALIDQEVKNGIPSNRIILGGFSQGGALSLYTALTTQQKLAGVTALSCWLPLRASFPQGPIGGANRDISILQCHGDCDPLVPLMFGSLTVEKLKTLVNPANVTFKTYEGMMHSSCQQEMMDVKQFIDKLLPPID
EBNA-1 inhibitor = EBNA-1 DNA-binding inhibitors, primary screen, biochemical, fluorescence polarization; inhibition, % at 14.8 µM; actives 0.34% (n = 300,000); in the data active means inhibition above about 28%
pPAFAH FP inh = pPAFAH enzyme inhibitors, primary screen, biochemical, fluorescence polarization, human. Platelet-activating factor acetylhydrolase (Homo sapiens), Q13093. recombinant pPAFAH, FP-rhodamine probe fluorescence polarization. inhibition, % at 3.39 µM. actives 1.5% (n = 330,000);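 active means inhibition above the mean inhibition across the screen plus 3 SD, cut at about 25% in these data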;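 further: inhibitors block binding of the rhodamine activity-based probe so polarization drops; 0% = enzyme with DMSO and 100% = wells lacking pPAFAH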
Target sequence (Q13093 whole entry, looked up): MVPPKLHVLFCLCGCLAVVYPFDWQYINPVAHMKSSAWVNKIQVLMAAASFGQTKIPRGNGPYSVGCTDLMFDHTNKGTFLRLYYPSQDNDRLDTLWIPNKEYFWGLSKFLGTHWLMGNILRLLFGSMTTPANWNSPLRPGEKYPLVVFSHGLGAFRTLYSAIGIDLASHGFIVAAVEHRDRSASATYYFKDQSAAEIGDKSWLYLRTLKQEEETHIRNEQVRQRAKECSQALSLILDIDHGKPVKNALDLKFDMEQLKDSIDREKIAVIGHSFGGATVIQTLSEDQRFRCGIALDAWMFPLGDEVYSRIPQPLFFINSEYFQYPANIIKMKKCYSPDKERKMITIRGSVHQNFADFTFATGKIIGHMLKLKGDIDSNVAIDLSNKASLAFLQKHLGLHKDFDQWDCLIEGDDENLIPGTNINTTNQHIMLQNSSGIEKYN
LYPLA2 inh = LYPLA2 inhibitors, primary screen, counter-screen for PME1 inhibitor project, biochemical, fluorescence polarization, FP-Rh probe ABPP | AID 2177, 2009 | actives 0.38% (n = 320,000) | recombinant LYPLA2 | inhibition, % at 5.9 µM | Acyl-protein thioesterase 2 (Homo sapiens), O95372;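 active means inhibition above the screen-wide mean plus 3 SD, limit set per campaign, cut at about 26% in these data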;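 further: 0% = LYPLA2 with DMSO and 100% = wells lacking LYPLA2 enzyme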
PAFAH1B3 FP inh = PAFAH1B3 enzyme inhibitors, primary screen, biochemical, fluorescence polarization, human; recombinant PAFAH1B3, FP-rhodamine probe; inhibition, % at 3.39 µM; Platelet-activating factor acetylhydrolase IB subunit alpha1 (Homo sapiens), Q15102; AID 492972, 2010; actives 0.28% (n = 340,000);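 active means inhibition above the screen-wide average of all tested compounds plus 3 SD, cut at about 25% in these data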;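 further: 0% = enzyme with DMSO only and 100% = wells lacking PAFAH1B3 protein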
PAFAH2 inh = PAFAH2 enzyme inhibitors, primary screen, biochemical, fluorescence polarization, human. actives 0.99% (n = 340,000). AID 492956, 2010. inhibition, % at 3.39 µM. recombinant PAFAH2, FP-rhodamine activity probe. Platelet-activating factor acetylhydrolase 2, cytoplasmic (Homo sapiens), Q99487;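 active means inhibition above the mean over all tested compounds plus 3 SD, cut at about 30% in these data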;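 further: inhibitors block probe labeling of enzyme so polarization drops; 0% = enzyme with DMSO and 100% = wells lacking PAFAH2 protein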
* = called active by the depositor; · = not tested or not shown.

SMILES	PREPL inhibitor	ZTA DNA inh	PAFAH1B2 FP inh	LYPLA1 counter	EBNA-1 inhibitor	pPAFAH FP inh	LYPLA2 inh	PAFAH1B3 FP inh	PAFAH2 inh
Cc1cc(NC(=O)CSc2nnc(COc3ccccc3)n2Cc2ccco2)no1	-1	-20	7	-2	3	-5	0	-3	6
O=S(=O)(NC1CCCCCC1)c1cccc(Cl)c1	6	·	13	·	·	3	·	7	13
C#CCn1ccc(O)c(Cc2c(F)cccc2Cl)c1=O	0	0	1	1	4	5	2	14	-3
CCOC(=O)C1CCCN(C2CCN(Cc3nc(-c4ccccc4)no3)CC2)C1 (stereo not given)	15	-1	-3	0	6	-2	4	-3	6
Cc1ccc2c(c1)N(Cc1ccccn1)C(=O)C(C)O2 (stereo not given)	2	2	0	0	2	1	7	2	-13
COc1ccccc1C(=O)N=C1NC(=O)CC2C(=O)NCCN12 (stereo not given)	-3	15	5	3	-7	3	4	14	14
COCCN(Cc1cc2cc3c(cc2nc1Cl)OCO3)C(=O)Nc1ccccc1OC	10	6	6	-1	-11	-3	-4	10	6
COc1ccc(CCNC(=O)C(=O)NCC2OCCN2S(=O)(=O)c2cc(F)ccc2F)cc1 (stereo not given)	3	11	8	-8	4	14	-3	-8	12
Cc1cccc(OCCCCCNCCO)c1	13	-12	-2	0	-13	-5	1	-6	-1
COC(=O)c1c(N2C(=O)CC(Sc3ncccc3C(=O)O)C2=O)sc(C)c1C (stereo not given)	2	-3	2	-1	-1	2	4	3	4
Cc1ccc(O)c(C(=O)c2cnn(-c3ccccc3)c2)c1	9	3	-3	-3	0	5	-2	6	8
CCCn1c(=O)c2ccccc2n2c(SCCNCCO)nnc12	8	1	1	-2	0	-2	2	1	-1
CN1/C(=C\C=C(/C#N)C(=O)Nc2ccccc2F)C(C)(C)c2ccccc21	9	6	3	-2	14	2	-4	-2	0
COC(=O)c1sccc1NC(=S)N1CCN(c2ccccc2)CC1	8	10	2	-2	2	7	5	5	3
CCC1(C)Cc2sc3c(=O)[nH]c(=S)[nH]c3c2CO1 (stereo not given)	5	-11	-2	2	-24	0	-4	-8	3

4 entries from above, arranged by SMILES length, descending.
SMILES	PREPL inhibitor	ZTA DNA inh	PAFAH1B2 FP inh	LYPLA1 counter	EBNA-1 inhibitor	pPAFAH FP inh	LYPLA2 inh	PAFAH1B3 FP inh	PAFAH2 inh
COC(=O)c1c(N2C(=O)CC(Sc3ncccc3C(=O)O)C2=O)sc(C)c1C (stereo not given)	2	-3	2	-1	-1	2	4	3	4
COCCN(Cc1cc2cc3c(cc2nc1Cl)OCO3)C(=O)Nc1ccccc1OC	10	6	6	-1	-11	-3	-4	10	6
COc1ccccc1C(=O)N=C1NC(=O)CC2C(=O)NCCN12 (stereo not given)	-3	15	5	3	-7	3	4	14	14
C#CCn1ccc(O)c(Cc2c(F)cccc2Cl)c1=O	0	0	1	1	4	5	2	14	-3

Next part:
SMILES	PREPL inhibitor	ZTA DNA inh	PAFAH1B2 FP inh	LYPLA1 counter	EBNA-1 inhibitor	pPAFAH FP inh	LYPLA2 inh	PAFAH1B3 FP inh	PAFAH2 inh
N#Cc1c(N)nc(SCC(=O)NCCc2ccccc2)c(C#N)c1-c1cccs1	-2	5	5	-1	4	-3	-2	5	2
CN(C(=O)c1ccccc1C(=O)OCC(=O)Nc1ccc(OC(F)F)cc1)c1ccccc1	8	-11	-3	-4	·	15	-7	3	65*
COC/C=C/C1=CC2=CC(=O)C(C)(OC(=O)c3cnc4ccccc4n3)C(=O)C2=CN1CCCOC(C)C (stereo not given)	5	0	4	0	5	5	-1	-6	5
Cc1cccc2c1N(C)C(=O)C2=O	0	7	3	-1	4	-3	-4	2	7
COc1ccc([N+](=O)[O-])cc1NC(=O)C1CCCCC1C(=O)O (stereo not given)	-2	-7	-1	0	-11	-4	2	11	2
Cc1ccc(/C=C(\C#N)C(=O)Nc2cccc(C)n2)cc1	10	8	0	-2	4	4	0	12	-2
CCOC(=O)C1=C(N)Oc2cc(O)ccc2C1c1ccc(F)cc1F (stereo not given)	-5	1	4	-5	-10	-1	-7	8	-1
CC(=O)N(/N=C1\Sc2ccccc2C1=O)c1ccc(C)cc1C	-9	11	1	-4	-4	22	-1	22	-5
CCOc1ccc(Cl)cc1/C=N/O	9	-7	4	-4	-11	-4	-4	3	13
O=C(N/N=C/c1ccc(-c2cccc(C(F)(F)F)c2)o1)c1ccccc1O	11	14	7	-1	11	7	1	6	-14
O=C(COc1cccnc1[N+](=O)[O-])NCc1ccc2c(c1)OCO2	-7	2	4	-3	1	-4	-2	2	1
O=S(=O)(/N=C(/Nc1nc2ccccc2s1)c1ccccc1)c1ccccc1	1	-5	7	3	·	1	-1	4	19
NC(=O)CS(=O)(=O)c1nc2ccccc2n1Cc1ccccn1	15	-21	4	-2	4	1	8	8	7
Cn1c(CCC(=O)OCC(=O)Nc2ccc(Oc3ccccc3)cc2)nc(=O)c2ccccc21	4	8	6	-2	10	2	-6	-1	7
C=CCn1c(CSc2nc3ccccc3s2)nnc1SCC(=O)OCC	9	8	-1	3	18	3	2	1	2
O=C(COC(=O)c1cccc([N+](=O)[O-])c1)NCC1CCCO1 (stereo not given)	7	-17	2	1	-2	8	1	4	2
CCNC(=O)CN(c1ccc(Oc2ccccc2)cc1)S(=O)(=O)c1ccccc1	-3	-20	1	-1	-2	8	2	10	5
CCN(CC)S(=O)(=O)c1ccc(N2CCCC2)c(NC(=O)Cc2ccc(OC)cc2)c1	15	11	1	1	-2	6	4	8	-1
CC1=C(C)CC2(SC1)C(=O)N(c1ccccc1)N=C2N (stereo not given)	7	-16	2	2	0	6	7	13	0
COC(=O)C1CCN(CCCOc2ccc(CN3CCN(c4ccc([N+](=O)[O-])cc4)CC3)cc2)CC1	52*	-1	0	5	0	6	6	1	2
CC(=O)N(/N=C1\Sc2ccccc2C1=O)c1cccc(C)c1	-19	-16	7	1	-10	-6	-4	42*	7
CN(C)CCNc1oc(COc2ccc(-c3ccccc3)cc2)nc1C#N	30	7	8	-3	-3	1	1	1	-7
Cc1noc(C)c1C(=O)Nc1nc(-c2ccc([N+](=O)[O-])cc2)cs1	-1	0	1	-1	-2	8	1	5	3
COc1cccc(C(=O)Nc2cccc(-c3nnc(-c4ccccc4)o3)c2)c1	-22	-3	-5	-16	-4	-9	-2	-7	-22
CCOC(=O)c1sc(NC(=O)Cc2ccc(C)cc2)nc1C	-20	-2	8	-2	-9	1	-7	-2	1
COc1cccc(C(=O)N2CCN(C(=O)Cc3ccccc3)CC2)c1	1	-7	10	2	2	-2	3	-2	1
CSc1nc(N)nc(SCC(=O)C23CC4CC(CC(C4)C2)C3)c1C#N	-13	-23	7	-24	7	-4	-19	2	-11
CC(C)(C)NC(=O)C1CCC(C)(C(=O)O)C1(C)C (stereo not given)	0	10	2	-1	2	1	3	2	0
O=C(CCNS(=O)(=O)c1ccc2[nH]c(=O)oc2c1)NCc1ccccc1	-2	16	9	2	-2	3	-1	1	-1
Cc1ccc(S(=O)(=O)N2CCN=C2SCc2cccnc2)cc1	-5	-5	1	-1	3	2	-2	5	6
Cc1ccccc1NC(=O)NC1CCCc2ccccc21 (stereo not given)	9	-10	-1	-2	-9	7	-5	1	8
O=C(O)CNC(=O)c1ccccc1NC(=O)c1ccco1	-4	9	4	7	11	0	5	8	0
O=C(CSc1nnc(-c2ccco2)n1CC1CCCO1)NC1CCCC1 (stereo not given)	3	11	0	-1	13	3	3	5	4
O=C(N/N=C/c1cc2c(cc1Cl)OCO2)c1ccc2c(c1)OCCO2	9	-8	3	-2	-2	-8	-4	1	0
Cc1ccc(C(=O)NC2CC3CCCC(C2)N3C(=S)NCc2ccco2)cc1 (stereo not given)	-1	19	-3	-1	0	7	-1	7	-7
Cn1nc(C(F)(F)F)cc1C(=O)Nc1ccc(-c2ccno2)cc1	-7	-4	-2	-12	-15	-2	-16	-2	-6
CCC1C(=O)N(C)CCc2ccccc21 (stereo not given)	10	8	-8	-2	13	-4	-2	4	4
COc1ccccc1N1CCN(C(=O)c2sc3nc(-c4ccc(F)cc4)cn3c2C)CC1	6	1	-2	-5	-6	6	2	-3	-5
Cn1c(=O)[nH]c(=O)c2c1nc(SCCO)n2CCCc1ccccc1	1	5	3	1	-1	2	2	-10	4
CCOc1ccc(NC(=O)CN2C(=O)NC(C)(c3ccc(OC(F)F)cc3)C2=O)cc1 (stereo not given)	-5	6	3	-3	-13	-4	4	13	0
CN(C)c1nccc(Nc2ccccc2)c1C#N	-10	3	5	-1	-1	0	0	0	1
Cc1cc(Cl)ccc1C(=O)C1CCCN(C(=O)c2cc(C(C)C)no2)C1 (stereo not given)	15	-14	7	-2	3	7	-1	3	2
C/C(=N\O)C(C)NC(=O)c1ccccc1 (stereo not given)	17	12	1	2	-1	1	3	1	-5
COc1cc(/C=N/NC(=O)c2cccc(S(=O)(=O)N3CCCC3)c2)cc(OC)c1O	-15	-7	0	4	-10	-7	0	-4	6
O=C(CCC1CCCCC1)N1CCN(Cc2ccc3c(c2)OCO3)CC1	15	-19	1	-2	5	6	11	1	-2
CCCOC(=O)c1ccc(Cl)c(NC(=O)c2cccnc2)c1	2	-2	·	0	-3	1	3	·	·
CCn1nc(NC(=O)CC(C)C)c2cc3ccc(C)cc3nc21	15	10	1	0	-6	3	-2	12	-4
CCc1ccc(C2CC(=O)N(c3ccc(F)cc3)C3=C2C(=O)OC3)cc1 (stereo not given)	6	14	2	0	0	2	1	2	-10
Cc1ccc(N2C(=O)CSC2c2cccnc2)c(Cl)c1 (stereo not given)	-1	-23	11	0	0	-1	1	5	5
CC(=O)c1c(C)nc2sc3c(=N)n(N)cnc3c2c1-c1ccc(Cl)cc1	-9	16	-5	0	-3	2	-8	2	-7
COC(=O)/C(=C/Nc1ccccc1)[N+](=O)[O-]	9	4	4	2	7	6	2	7	-5
O=C(Nc1ccc(O)c2c(=O)cc(-c3ccccc3Cl)oc12)c1cccs1	9	1	7	-3	1	-2	-4	8	-2
CCCc1[nH]nc2c1C1(C(=O)N(C(C)C)c3ccccc31)C(C#N)=C(N)O2 (stereo not given)	5	7	3	1	15	3	-7	5	5
Cc1ccc(C(=O)Nc2sc(C(=O)N(C)C)c(C)c2C#N)cc1	5	10	4	4	10	4	6	4	-7
CC1(C)CC(=O)C(N=Nc2ccc(S(=O)(=O)N3CCOCC3)cc2)=C(O)C1	-3	-19	5	2	-6	-3	5	-3	-4
CCCCN1C(=O)c2cccc3cc(O)cc(c23)C1=O	3	-8	1	-3	-22	4	-3	4	-7
CN(C)S(=O)(=O)n1cnc(C(CCO)c2ncn(S(=O)(=O)N(C)C)c2CCCO)c1 (stereo not given)	7	-11	7	0	·	4	1	13	4
COc1ccc(-c2csc3ncnc(N4CCN(c5ccccc5OC)CC4)c23)cc1	-1	8	-1	-2	7	-3	-2	6	3
CCOC(=O)N1CCC(NC(=O)c2cc(S(=O)(=O)NCCc3ccccc3)ccc2F)CC1	-4	-7	4	-1	-12	7	-1	11	2
COc1ccc(N(C(=O)Cc2cccs2)C2C=CS(=O)(=O)C2)cc1 (stereo not given)	1	-2	-1	-3	5	4	-2	8	4

Not all compounds are listed; rates above refer to the full screens.
